Assay outcomes: PubChem BioAssay, several laboratories
HCV core dimer = HCV core protein dimerization inhibition | TR-FRET GST/Flag-core106 dimerization, 1536-well | inhibition, % at 5 µM | 300,000 compounds, 0.33% hits | AID 1899;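 active = inhibition above the mean of all tested compounds plus 3 SD, set per screening campaign, cut at about 45% in these data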
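test system = GST/Flag-tagged HCV core106 proteins | probe or stimulus = Eu donor and XL665 acceptor anti-tag antibodies | times = compound-protein-antibody incubation 4 h at 22.5 °C | signal = TR-FRET, excitation 340 nm, emission 617 and 671 nm | measure = percent inhibition of core106 dimerization signal | controls = wells lacking GST-core106 and wells with excess unlabelled core106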
LYPLA2 counter = LYPLA2 (human) inhibition in PME1 counter-screen. 320,000 compounds, 0.38% hits. inhibition, % at 5.9 µM. recombinant LYPLA2, FP-Rh probe fluorescence polarization. AID 2177. O95372;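 active = inhibition above the screen-wide mean plus 3 SD, limit set per campaign, cut at about 26% in these data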;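 also: 0% = LYPLA2 with DMSO and 100% = wells lacking LYPLA2 enzyme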
GASC-1 inh = blocks human GASC-1 demethylase activity; GST-JMJD2C(1-420) H3K9me3 demethylation, DELFIA europium; 330,000 compounds, 0.069% hits; inhibition, % at 2.35 µM;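 active = more than half of a compound's replicate wells show inhibition beyond 50%, single wells judged on their own value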;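 also: signal counts dimethyl H3K9 product captured on neutravidin plate; 0% = median of DMSO wells and 100% = 0.3 times that DMSO median; strong numbers were not always called active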
Target sequence (Q9H3R0 1-420 limits assumed): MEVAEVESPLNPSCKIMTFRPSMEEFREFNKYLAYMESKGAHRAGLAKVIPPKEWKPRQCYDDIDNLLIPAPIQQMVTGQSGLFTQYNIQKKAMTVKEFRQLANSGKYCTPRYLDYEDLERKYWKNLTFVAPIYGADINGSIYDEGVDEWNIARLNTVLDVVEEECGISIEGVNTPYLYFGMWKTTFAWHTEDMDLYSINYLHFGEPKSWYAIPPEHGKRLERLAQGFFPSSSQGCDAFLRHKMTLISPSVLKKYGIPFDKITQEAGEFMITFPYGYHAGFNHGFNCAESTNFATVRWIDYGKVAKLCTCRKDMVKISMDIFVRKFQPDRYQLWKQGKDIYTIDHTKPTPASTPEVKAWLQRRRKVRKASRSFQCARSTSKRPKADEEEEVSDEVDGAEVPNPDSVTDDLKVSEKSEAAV
PP5 primary = blocks human protein phosphatase 5 activity. inhibition, % at 6.7 µM. P53041. 320,000 compounds, 0.18% hits. purified PP5c, OMFP substrate fluorescence;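 active = inhibition above the campaign's mean inhibition across all tested compounds plus 3 SD, cut at about 9.5% in these data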;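 also: 0% = DMSO only and 100% = 100 µM cantharidin control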
Target sequence (P53041 whole entry, looked up): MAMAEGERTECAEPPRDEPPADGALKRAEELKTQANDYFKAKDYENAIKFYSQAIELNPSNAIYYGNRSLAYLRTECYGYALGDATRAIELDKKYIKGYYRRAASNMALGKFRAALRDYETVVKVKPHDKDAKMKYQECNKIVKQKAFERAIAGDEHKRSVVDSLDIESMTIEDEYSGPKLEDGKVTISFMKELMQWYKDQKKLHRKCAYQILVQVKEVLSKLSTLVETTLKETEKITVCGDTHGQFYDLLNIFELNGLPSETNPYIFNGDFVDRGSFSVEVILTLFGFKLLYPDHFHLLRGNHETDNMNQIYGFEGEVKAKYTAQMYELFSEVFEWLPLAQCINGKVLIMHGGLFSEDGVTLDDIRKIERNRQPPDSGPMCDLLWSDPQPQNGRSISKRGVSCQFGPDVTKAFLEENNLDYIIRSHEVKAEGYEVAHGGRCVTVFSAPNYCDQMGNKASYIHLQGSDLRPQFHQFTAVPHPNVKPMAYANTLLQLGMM
CTSL1 counter = cathepsin L1 inhibition, PFM18AAP counter-screen; 300,000 compounds, 0.49% hits; recombinant F. hepatica cathepsin L1, Z-Leu-Arg-MCA fluorescence; inhibition, % at 5.96 µM; AID 1906;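 active = inhibition above the mean of all tested compounds plus 3 SD, set per screening campaign, cut at about 17% in these data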;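 also: 0% = plate median of test compound wells and 100% = 1 µM Z-Phe-Ala-diazomethylketone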
PREPL inhibitor = human PREPL enzyme inhibition; recombinant PREPL, fluorescence polarization activity-based probe; inhibition, % at 5.96 µM; 320,000 compounds, 0.68% hits; in the data active = inhibition above about 43%;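 also: 0% = enzyme with DMSO and 100% = wells lacking enzyme; many of its hits are not listed in these tables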
TPT1 inhibitor = blocks Candida albicans tRNA 2'-phosphotransferase; recombinant caTPT1, FP RNA substrate dephosphorylation; inhibition, % at 5 µM; 300,000 compounds, 0.81% hits;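 active = inhibition above the mean of all tested compounds plus 3 SD, set per screening campaign, cut at about 24% in these data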;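 also: plate controls were DMSO alone for no effect and ferristatin control at 100 nM for full effect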
PP1 inh = blocks human PP1-alpha phosphatase, a PP5 counter-screen; P62136; purified PP1alpha, OMFP fluorescence; inhibition, % at 6.7 µM; 320,000 compounds, 0.9% hits;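 active = inhibition above the mean inhibition of all tested compounds plus 3 SD, computed separately for each screening campaign, cut at about 15% in these data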
Efflux pump inh = inhibitors of Candida antifungal efflux pumps expressed in yeast; 330,000 compounds, 0.44% hits; inhibition, % at 10 µM; AID 485275; S. cerevisiae Candida pump triplex, Nile Red efflux;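 active = plate passing quality check with inhibition over a set limit, or well fluorescence over plate mean plus 4 SD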;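 also: Nile Red retained in pooled yeast measured as flow cytometry median fluorescence; 0% = buffer negative control and 100% = Enniatin B positive control; higher means more Nile Red kept so more efflux inhibition; some compounds called inactive have numbers as strong as hits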
Active calls of the source: *.

Order of values – HCV core dimer, LYPLA2 counter, GASC-1 inh, PP5 primary, CTSL1 counter, PREPL inhibitor, TPT1 inhibitor, PP1 inh, Efflux pump inh
O=S(=O)(Nc1cccc(-c2nc3cccnc3s2)c1)c1cccs1
    5, -2, -6, 1.7, -1, -21, -1, -1, -0.1
C=CCC(C#Cc1ccccc1)N(C)C (stereo not given)
    -2, -8, -3, 0.5, -6, -10, 3, -4, 0.1
COc1ccc(-c2cc3ccccc3oc2=O)cc1NC(=S)NC(=O)c1ccc2c(c1)OCCO2
    38, -7, 7, 1.0, 1, 1, 1, 13, 0.1
O=C(c1ccccc1)N1CCN(c2ccc(NCc3ccc4c(c3)OCO4)cc2)CC1
    2, 20, -3, -0.7, 5, 74*, 1, 1, -0.1
Cc1ccc(CN/C=C/C(=O)c2ccc(Br)cc2)cc1
    14, -2, 4, 5.0, 1, -21, 6, 4, -0.1
CCCCc1c(C)nc(Nc2ccc(OC)cc2)[nH]c1=O
    -1, 0, 5, -1.1, -3, 5, 3, -6, -0.1
Cc1ccc(N(CC(N)=O)C2SC(=O)N(Cc3ccccc3)C2=O)cc1 (stereo not given)
    3, -7, -7, -1.9, 1, -1, -2, -7, 0.0
COC(=O)C1CCN(C(=O)NC(C)(C)C)CC1
    0, -2, 3, 1.1, -5, 4, -2, -1, -0.1
Fc1ccc(-c2csc(=S)[nH]2)cc1
    -4, 9, 27, -0.2, 3, 4, 0, -4, 0.0
Cc1ccc(NC(NC(=O)c2ccccn2)C(Cl)(Cl)Cl)cc1 (stereo not given)
    -13, 2, 11, 2.5, 1, 0, 1, -2, 0.1
C=CCN1CC(=O)N2Cc3[nH]c4ccccc4c3C[C@H]2C1=O
    0, 5, -6, 1.4, 1, 17, -4, -2, 0.0
COc1ccc(-n2nc3c(c2NC(=O)COc2cccc(OC)c2)CS(=O)(=O)C3)cc1
    -1, -3, -3, -0.8, 1, 3, -4, 0, -0.8
O=C(NC1CCN(C(=O)C2CCCCC2)CC1)c1ccccc1
    -3, -3, 7, 0.6, -3, 9, 2, 1, -0.2
COC(=O)C1=C(C)N2C(=O)CSC2=NC1c1ccc2c(c1)OCO2 (stereo not given)
    -2, -12, 2, 0.8, -1, -13, 2, -1, -0.1
C=CCc1cccc(OC)c1OCCOCCNCCO
    -2, -5, 2, -3.1, -1, -1, -2, 0, 0.1
COc1ccc(C(C)NC(=O)C2CCCO2)cc1OC (stereo not given)
    -1, 3, 4, 2.0, -2, 4, 2, -4, -0.4
Cc1ccc(Cl)cc1NC(=O)CCC(=O)O
    -5, 6, 21, 0.9, -7, 14, -3, -2, 0.0
CCCN=C(C)c1c(-c2ccccc2)[nH]n(-c2nc3ccccc3s2)c1=O
    14, 0, 7, 1.5, 4, 10, 0, 2, 0.1
Cc1ccc(C(=O)N(C)CC(=O)Nc2cccc(F)c2)cc1S(=O)(=O)N1CCCCC1
    -1, 8, 2, 1.7, -3, 3, -4, -3, -0.1
O=C(Cn1c(=O)c2sccc2n(Cc2ccc([N+](=O)[O-])cc2)c1=O)NCCc1ccccc1
    11, 9, -7, 1.5, 6, 1, -2, 2, 0.0
Cc1ccc(-c2cc(C(=O)N3CCCc4ccccc43)c3ccccc3n2)cc1
    6, -12, 4, 2.8, 2, -3, 1, 1, 0.1
CCCCN(C)C(=O)CNC(=O)c1nn(-c2ccc(OC)cc2OC)c(=O)c2ccccc12
    6, 2, -1, 1.0, 2, -5, -3, 6, 0.3
Cc1nc2scc(C)n2c(=O)c1S(=O)(=O)Nc1ccc(N2CCOCC2)c(Cl)c1
    -17, 5, -1, 3.8, 13, 4, -1, -1, -0.2
Cc1ccc2c(C)ccc(O)c2n1
    3, -3, 4, -2.2, -1, 20, 2, -1, 0.1
Cc1sc2nc(SCC(=O)N3CC(C)OC(C)C3)n(C)c(=O)c2c1C (stereo not given)
    16, 15, 6, -0.6, -1, 0, -1, 0, 0.0
Cc1cccn2c(=O)c3cc(C(=O)NC4CCCC4)sc3nc12
    7, -2, 13, 0.8, 4, -15, 0, 4, 0.3
Cn1c(SCc2cc([N+](=O)[O-])cc3c2OCOC3)nnc1-c1ccccn1
    -2, 4, -19, 1.4, -4, -2, 0, -6, 0.0
COc1ccccc1-n1nnnc1S(=O)(=O)Cc1ccc(Cl)cc1
    4, -4, -2, 1.7, 0, -4, -4, -1, -0.2
COc1ccc(NC(=O)c2cc(C(C)C)on2)cc1OC
    -3, 9, 1, 1.9, -1, 3, 3, -3, -0.1
CCCCc1nc(NCc2ccccc2)c(C#N)c2c1CCCC2
    1, -6, -2, 3.8, 0, -2, 0, -1, -0.1

Full records, looked up by structure:
C=CCC(C#Cc1ccccc1)N(C)C (stereo not given) in the list: HCV core dimer = -2; LYPLA2 counter = -8; GASC-1 inh = -3; PP5 primary = 0.5; CTSL1 counter = -6; PREPL inhibitor = -10; TPT1 inhibitor = 3; PP1 inh = -4; Efflux pump inh = 0.1
CCCCc1nc(NCc2ccccc2)c(C#N)c2c1CCCC2 in the list: HCV core dimer = 1; LYPLA2 counter = -6; GASC-1 inh = -2; PP5 primary = 3.8; CTSL1 counter = 0; PREPL inhibitor = -2; TPT1 inhibitor = 0; PP1 inh = -1; Efflux pump inh = -0.1
COc1ccc(-n2nc3c(c2NC(=O)COc2cccc(OC)c2)CS(=O)(=O)C3)cc1 in the list: HCV core dimer = -1; LYPLA2 counter = -3; GASC-1 inh = -3; PP5 primary = -0.8; CTSL1 counter = 1; PREPL inhibitor = 3; TPT1 inhibitor = -4; PP1 inh = 0; Efflux pump inh = -0.8

Compounds shown so far containing a nitro group on carbon:
Order of values – HCV core dimer, LYPLA2 counter, GASC-1 inh, PP5 primary, CTSL1 counter, PREPL inhibitor, TPT1 inhibitor, PP1 inh, Efflux pump inh
O=C(Cn1c(=O)c2sccc2n(Cc2ccc([N+](=O)[O-])cc2)c1=O)NCCc1ccccc1
    11, 9, -7, 1.5, 6, 1, -2, 2, 0.0
Cn1c(SCc2cc([N+](=O)[O-])cc3c2OCOC3)nnc1-c1ccccn1
    -2, 4, -19, 1.4, -4, -2, 0, -6, 0.0

The list continues.
Order of values – HCV core dimer, LYPLA2 counter, GASC-1 inh, PP5 primary, CTSL1 counter, PREPL inhibitor, TPT1 inhibitor, PP1 inh, Efflux pump inh
COc1ccc([N+](=O)[O-])cc1NC(=O)N(C)Cc1ccco1
    -4, -5, 14, 0.7, -9, 11, 0, -3, 0.7
COC(CNC(=O)CSCc1nc(-c2ccc(SC)cc2)oc1C)OC
    -6, 9, -1, 0.1, 2, 8, -6, -2, 0.0
CC1CCN(C(=O)Cn2c(=O)n(Cc3ccc4c(c3)OCO4)c(=O)c3ccccc32)CC1
    8, 0, 0, 0.3, 0, 6, -7, 1, -0.2
CCn1cc(CN2CCC(n3nccc3NC(=O)c3ccc(OC)cc3)CC2)cn1
    -2, -7, 10, 0.2, -1, -1, 0, -10, 0.5
CC(C)(C)n1nc2c(c1NC(=O)COc1ccc(Cl)cc1)CSC2
    1, -8, 0, 1.8, -4, 14, -4, -1, -0.1
CSc1nc2ccccc2n1C(=O)Oc1ccccc1
    -6, 6, 8, 1.4, -3, 7, 3, -6, 0.1
OCc1ccccc1N=c1ssnc1Cl
    7, 2, -26, -1.8, -4, 17, 0, 11, 0.0
CC(=O)c1cccc(NC(=O)C=C(C)C)c1
    -6, 0, -1, 0.4, 2, 4, -1, -1, 0.0
CC(=O)/C=C\c1cn(-c2ncc(C(F)(F)F)cc2Cl)c2ccccc12
    7, 1, -26, 2.7, 4, 3, -1, 0, 0.5
CCOc1nc(-c2ccc(Cl)cc2Cl)ccc1C#N
    0, 6, 2, 4.8, 4, -9, 0, 5, -0.1
CC(NC(=O)c1ccc(CS(=O)(=O)c2cccc(C(F)(F)F)c2)o1)c1ccc2c(c1)OCCO2 (stereo not given)
    -2, -1, 20, 4.2, 6, -11, -2, 2, 0.1
CCN(CC)CCOc1ncnc2c1oc1ccccc12
    -3, -6, 2, 0.2, -1, 8, 2, 2, -0.1
COc1ccccc1CNC(=O)C1CCN(c2ncnc3c2nc2n3CCCCC2)CC1
    2, -4, 1, -1.0, 3, -2, -1, -4, -0.1
Cc1c(C(=O)N/N=C/c2ccccn2)nnn1-c1nonc1N
    -13, 1, 2, 2.6, 6, 10, 1, 1, 0.4
c1ccc(Nc2nc(N3CCNCC3)nc(N3CCOCC3)n2)cc1
    -12, 4, -5, -1.2, -1, 6, -2, -1, 0.0
CNC(=O)c1ccc(NC(=O)c2cccc(C(F)(F)F)c2)cc1
    1, 1, -1, 2.1, 0, 1, -1, -2, -0.1
COc1ccc(NC(=O)CSc2nc3ccccc3c3nc4ccccc4n23)cc1
    0, -5, -12, 3.4, -4, 6, 0, 7, 0.4
O=C(NC1CCCC1)C(c1ccco1)N(C(=O)c1ccco1)c1ccc(F)cc1 (stereo not given)
    3, -1, 28, 0.9, -4, -2, 1, 7, -0.1
CCOC(=O)c1cnc2c(Cl)cccc2c1NCCN1CCOCC1
    -2, 5, -9, 2.6, -4, 3, 1, 2, 0.2
Cc1ccccc1C(=O)Nc1ccc2c(C#N)c3nc4ccccc4nc3n2c1
    23, -1, -6, 3.0, -2, 26, 9, 3, 0.0
OC[C@H]1NC[C@@H](O)[C@@H]1O
    0, -3, -1, 0.2, -2, -4, 1, -2, -0.1
S=c1[nH]nc(-c2ccc3ccccc3n2)n1-c1ccccc1Cl
    8, 3, 6, 4.4, -1, 7, -1, -6, -0.2
CCc1ccc2oc(-c3ccc(N)cc3)nc2c1
    3, 4, 0, 4.8, 1, 16, 0, 6, -0.2
CCOc1c(Nc2cccc(Cl)c2)c(=O)c1=O
    -1, -3, 5, -0.3, 0, 3, 0, 0, -0.1
COc1ccccc1N1C(=O)c2ccc(C(=O)Nc3cccc(C(C)=O)c3)cc2C1=O
    -2, 13, 16, 1.9, 4, 7, -3, 0, 0.0
CC1(C)CC(NC(=O)c2ccc3c(c2)OCO3)CC(C)(C)N1
    -1, 2, 6, -0.6, -1, 1, 1, -1, 0.1
CCn1ccnc1CN(C)Cc1cn(-c2ccccc2)nc1-c1ccc(OC)cc1F
    5, -4, 3, -1.1, -2, 3, 2, -1, 0.4

These rows are one share of the data (hit frequency here may not be typical).
